Screens: PubChem BioAssay, PCMD
CatL block: inhibitors of human cathepsin L, biochemical; purified cathepsin L, fluorogenic substrate, fluorescence; Procathepsin L (Homo sapiens), P07711; 58,000 tested, 0.17% active; inhibition, %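 (tested at 10 µM)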; in the data active means inhibition above about 45%;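 further: 0% = enzyme with no compound and 100% = no enzyme blank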
FXIa mix inh: FXIa protease inhibitors in compound pools, primary screen, biochemical, 10-compound mixtures. Coagulation factor XI (Homo sapiens), P03951. purified FXIa, fluorogenic substrate, pooled mixtures. inhibition, % at 5 µM. 62,000 tested, 0.19% active; in the data active means inhibition above about 20%, passing the limit was not always enough;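 further: each value is inhibition by a whole ten-compound pool holding the compound; 0% = enzyme with no mixture and 100% = wells lacking enzyme; strong numbers were not always called active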
AP ELISA ortho: alternative complement pathway inhibitors, primary screen, biochemical, ELISA, human serum, orthogonally pooled compounds | LPS-coated ELISA, C3 deposition; tested in compound mixtures | inhibition, % at 5 µM | 62,000 tested, 0.08% active;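 active means inhibition above 30% in each of the two pooled mixtures holding the compound, so the lower value exceeds 30%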;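 further: 0% = serum in Mg-EGTA without compound and 100% = EDTA serum blank; some compounds past the cut are filed as inactive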
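Assay system: human serum alternative complement pathway, C3 deposition on LPS-coated wells; Dosing: 5 µM per compound in ten-compound mixtures; Detection: Anti-C3 ELISA, OD 450 nm; Buffer or medium: Mg2+-EGTA GVB++ buffer containing human serum at 1:15 dilution; Timing: 1 h at 37 °C; Replication: two different pools per compound.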
CatB inh: human cathepsin B inhibitors, primary screen, biochemical, fluorogenic substrate | purified cathepsin B, fluorescence | AID 453, 2006 | inhibition, %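 (tested at 10 µM)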 | P07858 | 63,000 tested, 0.1% active; in the data active means inhibition above about 21%;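 further: 0% = enzyme with no compound and 100% = no enzyme blank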
CatG inh: human cathepsin G inhibitors, primary screen, biochemical, pooled compound mixtures, AMC fluorescence | inhibition, % at 5 µM (by protocol) | AID 581, 2007 | purified enzyme, AMC-tetrapeptide fluorescence | P08311 | 62,000 tested, 0.2% active;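 active means inhibition above 20% in each of the two mixture wells holding the compound; inactive means inhibition of 20% or less in either well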;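 further: 0% = enzyme control without mixture and 100% = blank lacking enzyme; strong numbers were not always called active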
CatB mixtures: cathepsin B inhibitors from pooled compounds, primary screen, biochemical, compound mixtures, AMC fluorescence | P07858 | Purified cathepsin B, AMC dipeptide fluorescence | inhibition, %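 (ten-compound pools at 5 µM per compound and 50 µM total)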 | 62,000 tested, 0.06% active | AID 488, 2006; in the data active means inhibition above about 22%, passing the limit was not always enough;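 further: 0% = enzyme without compound and 100% = no enzyme blank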
C1s block: complement C1s protease inhibitors, primary screen, biochemical, 10-compound mixtures. 62,000 tested, 0.16% active. AID 538, 2006. purified C1s, fluorogenic AMC substrate, pooled mixtures. Complement C1s subcomponent (Homo sapiens), P09871. mean inhibition % of two 10-compound mixtures (hits give high values), % at 5 µM (by protocol);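 active means inhibition above 20% in each of the two 10-compound mixture wells holding the compound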;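 further: 0% = enzyme wells lacking compound mixture and 100% = no-enzyme blank wells; some compounds called inactive have numbers as strong as hits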
CatS inh: inhibitors of human cathepsin S, biochemical, compound mixtures | AID 501, 2006 | P25774 | 62,000 tested, 0.06% active | recombinant cathepsin S, AMC dipeptide fluorescence, pooled mixtures | inhibition, %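 (tested at 5 µM per compound within 10-compound mixtures)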; in the data active means inhibition above about 32%, passing the limit was not always enough;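 further: 0% = enzyme without compound and 100% = blank without enzyme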
Ec RNAP inh: E. coli RNAP inhibitors, biochemical; 62,000 tested, 0.2% active; AID 559, 2006; inhibition, %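 (tested at 10 µM)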; E. coli RNA polymerase, fluorescence transcription assay; DNA-directed RNA polymerase subunit beta (Escherichia coli (strain K12)), P0A8V2; in the data active means inhibition above about 20%;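 further: 0% = enzyme without compound and 100% = no enzyme blank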
Target sequence (P0A8V2 whole entry, looked up): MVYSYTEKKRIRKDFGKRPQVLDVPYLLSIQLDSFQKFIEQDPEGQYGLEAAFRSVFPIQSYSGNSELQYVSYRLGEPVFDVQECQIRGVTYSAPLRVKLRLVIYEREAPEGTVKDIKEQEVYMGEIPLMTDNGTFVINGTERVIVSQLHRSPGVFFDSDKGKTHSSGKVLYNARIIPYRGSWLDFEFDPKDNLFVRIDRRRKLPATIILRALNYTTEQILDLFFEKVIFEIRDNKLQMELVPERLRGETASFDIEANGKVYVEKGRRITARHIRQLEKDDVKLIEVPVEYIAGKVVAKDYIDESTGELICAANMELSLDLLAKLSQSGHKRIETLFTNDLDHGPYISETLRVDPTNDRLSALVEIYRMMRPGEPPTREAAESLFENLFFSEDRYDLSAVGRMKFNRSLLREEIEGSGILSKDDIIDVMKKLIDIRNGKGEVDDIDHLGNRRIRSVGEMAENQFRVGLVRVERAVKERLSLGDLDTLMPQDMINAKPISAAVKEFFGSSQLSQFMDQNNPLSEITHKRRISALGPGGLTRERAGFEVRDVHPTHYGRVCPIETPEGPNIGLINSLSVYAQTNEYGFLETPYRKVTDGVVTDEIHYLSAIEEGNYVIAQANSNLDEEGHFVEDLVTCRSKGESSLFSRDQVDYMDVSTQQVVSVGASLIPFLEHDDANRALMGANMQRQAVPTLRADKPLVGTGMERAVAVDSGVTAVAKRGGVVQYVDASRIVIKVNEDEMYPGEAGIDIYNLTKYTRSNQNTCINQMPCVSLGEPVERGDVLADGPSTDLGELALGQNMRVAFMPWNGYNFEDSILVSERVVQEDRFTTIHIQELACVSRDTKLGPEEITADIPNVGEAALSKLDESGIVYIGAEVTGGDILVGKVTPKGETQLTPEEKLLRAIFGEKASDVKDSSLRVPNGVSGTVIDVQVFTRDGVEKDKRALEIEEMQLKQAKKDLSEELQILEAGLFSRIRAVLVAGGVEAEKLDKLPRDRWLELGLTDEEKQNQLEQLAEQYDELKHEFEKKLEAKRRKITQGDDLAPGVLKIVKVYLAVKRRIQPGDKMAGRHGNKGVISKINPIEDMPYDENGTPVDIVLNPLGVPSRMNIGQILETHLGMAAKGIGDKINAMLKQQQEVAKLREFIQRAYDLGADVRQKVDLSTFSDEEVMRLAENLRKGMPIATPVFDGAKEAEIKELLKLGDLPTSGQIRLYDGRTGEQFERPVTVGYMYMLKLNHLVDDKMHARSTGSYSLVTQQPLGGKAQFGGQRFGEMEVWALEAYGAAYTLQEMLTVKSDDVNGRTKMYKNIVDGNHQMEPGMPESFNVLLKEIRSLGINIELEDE
Numbers without * were called inactive; x = no result given. An excerpt. The share of hits here may be higher or lower than overall.

CatL block,FXIa mix inh,AP ELISA ortho,CatB inh,CatG inh,CatB mixtures,C1s block,CatS inh,Ec RNAP inh,SMILES
x,8,2,-2,-6,-3,-15,3,2,CCOC(=O)N1CCN(c2c(NCc3ccccn3)c(=O)c2=O)CC1
-4,2,15,-1,9,3,10,-7,-3,COc1cc(-c2cc(C(=O)N3CCN(c4ccccn4)CC3)c3ccccc3n2)cc(OC)c1OC
8,-1,2,1,7,-1,-9,-5,7,CCOC(=O)C1=C(C)OC(N)=C(C#N)C1c1ccsc1 (centres undefined)
10,3,12,-2,-3,0,2,2,6,O=C(NCC1CCCO1)C1CC(=O)N(c2ccc(F)c(Cl)c2)C1 (centres undefined)
1,9,-5,7,-5,4,-13,3,-9,Cc1cccc(-c2cc3nc4c(c(N5CCC6(CC5)OCCO6)n3n2)CCCC4)c1
-1,0,15,8,8,3,4,-3,0,CCCSc1nc(N)cc(=O)[nH]1
-5,2,7,12,1,-5,-6,11,4,COC(=O)c1cccc(Oc2nc3c(c(=O)n(C)c(=O)n3C)n2C(C)C)c1
3,1,10,2,10,4,4,-6,7,Cc1nc2ncnn2c(C)c1CCC(=O)Oc1ccccc1
2,3,3,0,0,1,3,0,4,CCOc1cccc(C(=O)Nc2ccccc2OC(F)F)c1
7,4,6,0,-2,-3,-20,-5,-2,CC(=O)NC12CC3CC(C)(C1)CC(NC(C)=O)(C3)C2
-4,4,-2,-1,-5,-1,-13,-10,3,COc1ccc(OC)c(NC(=O)CSc2nnc(CNC(=O)COc3ccc(Cl)cc3)o2)c1
9,-2,7,-3,-3,-7,-79,-1,-5,COc1ccc(S(=O)(=O)Nc2ccc(F)c(F)c2)cc1Cl
-4,5,8,-2,-2,2,0,-5,6,Cc1ccc(N2CC(C(=O)NCCC(C)C)CC2=O)cc1 (centres undefined)
6,7,16,-1,2,10,9,4,1,N#CCn1nnc(-c2ccc3c(c2)OCO3)n1
10,2,7,2,1,3,-62,-7,1,CCOc1cc(C(=O)Nc2ccc(S(=O)(=O)Nc3cc(C)on3)cc2)cc(OCC)c1OCC
7,0,-1,-2,-3,1,-8,8,4,Cc1cc(NC(=O)CSc2nnc(-c3ccco3)o2)no1
-2,3,9,4,-6,1,-14,-4,-4,CCS(=O)(=O)NCc1ccc2[nH]c3c(c2c1)CCCC3
6,-6,16,4,8,-1,-6,-3,4,CCOC(=O)C1CCCN(C(=O)C2CC(=O)N(c3ccc(C)cc3)C2)C1 (centres undefined)
x,7,-18,5,-6,4,-37,10,1,O=S(=O)(c1cccc(-c2nnc(-c3cccnc3)o2)c1)N1CCCCC1
-5,8,13,1,17,3,10,0,2,CCC(=O)N1CCc2cc(S(=O)(=O)NCCC(=O)Nc3cc(C)cc(C)c3)ccc21
-3,0,11,0,-4,-2,-25,12,1,C=CCOC(=O)N1CCN(c2cccc(C(F)(F)F)c2)CC1
0,5,2,6,-3,2,-17,10,7,O=C(NC1CCCCCCC1)C1CCN(S(=O)(=O)N2CCC3(CC2)OCCO3)CC1
-1,1,7,0,-3,1,-16,1,3,O=C(CSCc1ccco1)Nc1cc(C(F)(F)F)ccc1N1CCOCC1
-1,-17,6,0,-22,1,-155,-1,15,COc1cc(C2C(C#N)=C(N)OC3=C2C(=O)CCC3)ccc1OC(=O)N1CCOCC1 (centres undefined)
20,-2,14,0,1,1,2,7,10,CN(C)/C=N/c1sccc1C(N)=O
17,-1,-17,8,-9,1,-16,14,4,COc1ccc(N(CC(=O)NC2CCCC2)C(=O)Cn2nnc(-c3ccc(F)cc3)n2)cc1OC
-1,1,5,4,1,0,-41,-2,3,CC(=O)N1CCc2cc(C(=O)CN3CCC(C)CC3)ccc21
-3,-20,-1,-3,-2,-3,-16,-10,5,CCn1c(=O)c2ccccc2n2c(SCC(=O)N3CCCc4ccccc43)nnc12
-5,0,-7,-2,7,-3,4,8,-1,C=CCN(CC=C)C(=O)C1CCC(C(=O)N(CC=C)CC=C)CC1 (centres undefined)
13,4,8,0,10,-1,12,2,6,Cn1c(C(O)c2ccc(Cl)cc2)nc(Cl)c1Cl (centres undefined)
2,2,10,-4,-4,6,-14,0,0,Cc1noc(C)c1COC(=O)Cc1ccc(Cl)c(Cl)c1
-56,-58,2,-15,-39,-12,-163,-22,-53,CCN(CC)c1ccc(-c2c(C#N)c(N)nc(OC)c2C#N)cc1
11,2,4,3,6,4,15,-5,9,Cc1nnc2ccc(N3CCC4(CC3)OCCO4)nn12
-2,6,3,-4,1,5,1,-3,5,COCCn1c(SCC(=O)NCc2cccs2)nnc1-c1ccc(OC)cc1
8,1,-3,3,5,-2,2,-6,3,O=C(Nc1ccccc1)c1ccc(NCCN2CCOCC2)c(S(=O)(=O)N2CCOCC2)c1
19,5,-4,2,13,2,2,6,10,Cc1ccc(C(=O)Nc2ccc(S(=O)(=O)N3CCc4ccccc43)cc2)o1
1,3,-4,-3,-2,2,-2,2,6,Cc1ccccc1N(Cc1nnc2n1CCCCC2)C(=O)Nc1ccccc1
0,4,25,4,6,1,7,3,1,CCCc1nc(NCc2ccco2)c(C#N)c2c1COC(C)(C)C2
3,3,-1,4,6,2,12,10,5,COc1ccc2nc(NC(=O)CCc3nc(-c4ccccc4F)no3)sc2c1
5,8,3,2,12,4,14,6,5,O=C(O)c1cccn1Cc1ccccc1F
0,6,12,3,10,5,0,0,4,CCc1cc(=O)oc2cc(OCC(=O)O)c(Cl)cc12
x,5,29,2,11,5,11,3,5,CCCS(=O)(=O)n1nc(-c2ccc(OC)cc2OC)cc1N
x,2,0,-2,-11,-3,-22,-6,-8,CCOC(=O)CSc1nc2c(cnn2-c2ccc(C)cc2)c(=O)[nH]1
5,3,12,5,5,1,-2,34,3,CCOc1ccc(C2N(c3ccc(OC)cc3)C(=O)C3CCCN32)cc1OC (centres undefined)
-3,-6,-10,6,-16,4,13,9,2,COc1ccc(CCNC(=O)C2CCN(S(=O)(=O)c3c(C)noc3C)CC2)cc1OC
12,3,-6,5,8,3,8,15,x,COc1cccc(C(=O)CSc2nnc(CNc3nc(-c4ccccc4)cs3)n2C)c1
-1,1,-16,1,-12,2,-24,20,5,CC1(C)Cn2c(nnc2-c2cccc(O)c2)S1
-15,10,13,1,0,-5,-103,-1,2,CC1(C)Cc2c(C#N)c(SCCC#N)nc(N3CCOCC3)c2CS1
0,-1,9,4,6,0,-1,5,5,COCCn1nnnc1C(c1ccc(O)c(OC)c1)N1CCc2ccccc2C1 (centres undefined)
12,3,-6,4,-8,4,1,11,10,CCOC(=O)CCNCC1COc2ccccc2O1 (centres undefined)

The results go on:
CatL block,FXIa mix inh,AP ELISA ortho,CatB inh,CatG inh,CatB mixtures,C1s block,CatS inh,Ec RNAP inh,SMILES
-13,5,11,-1,4,5,12,17,2,Cc1ccc(-c2nn(C)c(=O)c3ccccc23)cc1CNC(=O)c1ccco1
-6,-31,8,1,-14,-13,-90,-1,-1,CSc1nc2c(c(=O)[nH]c(=O)n2C)n1C/C=C(\C)Cl
7,9,12,0,19,0,14,1,7,COc1ccc(OC)c(S(=O)(=O)Nc2ccc(OCC(=O)O)cc2)c1
8,-2,7,9,9,-8,-12,-4,7,CC(C)(C)NC(=O)C(c1ccccc1)N(C(=O)c1csnn1)C1CC1 (centres undefined)
14,2,-4,0,4,0,-4,8,8,C=C(C)c1cccc(C(C)(C)NC(=O)Nc2ncccn2)c1
6,-5,3,1,7,4,-6,-41,9,CSc1oc(-c2ccccc2)nc1S(=O)(=O)c1ccc(F)cc1
8,4,-8,-2,-9,2,-21,14,-17,O=C(NCc1ccco1)c1cc2sccc2n1Cc1ccccc1
26,2,1,4,1,4,9,10,8,COc1ccc(-n2nnc3c(SCC(=O)OCc4ccccc4)ncnc32)cc1
3,7,16,4,9,4,5,1,9,O=C(CSc1nn(-c2ccc(F)cc2)c(=S)s1)N1CCN(C(=O)c2ccco2)CC1
1,9,9,1,13,1,14,4,2,CCc1ccccc1NC1c2ccccc2C(=O)N1c1cc(C)ccn1 (centres undefined)
12,-2,-4,2,-9,-5,-8,-2,-5,CCOC(=O)C1CCN(C(=O)CC(NS(=O)(=O)c2ccc(OC)cc2)C(C)C)CC1 (centres undefined)
16,2,5,0,0,-2,4,4,6,O=C(O)Cc1csc2ccccc12
-1,-1,-11,4,-7,3,16,24,1,CC(=O)Nc1c2c(nn1-c1ccc(C)cc1C)CSC2
6,2,1,3,-5,3,-2,0,-2,Cc1cc(C)c(C(=O)CSc2n[nH]c(=O)n2C2CC2)cc1C
0,0,-4,1,-5,5,-8,2,3,Cn1c(SCc2cccc3ccccc23)nnc1-c1ccco1
-3,1,-3,-1,-11,-2,-7,-6,-8,Cn1c(C(=O)NCc2cccnc2)cc2sc(Cl)cc21
0,6,17,-4,3,-4,-6,-4,-4,COc1cccc(S(=O)(=O)NCc2ccc(C(=O)NCc3ccco3)cc2)c1
-3,-9,9,-7,2,1,-42,-9,-1,CC(=O)N(CCc1ccccc1C)Cc1cc2cc3c(cc2[nH]c1=O)OCO3
11,3,6,3,8,1,8,3,9,COc1ccc(NC(=O)N2CCC(NC(=O)c3ccco3)CC2)cc1
4,6,11,-1,8,2,3,-3,10,COc1ccc(O)c(C(=O)c2cnc3onc(C)c3c2)c1
6,-3,14,x,4,1,-55,10,10,CC(=O)c1c(C)n([O-])c2ccccc2[n+]1=O
0,-2,-4,2,1,6,-2,4,4,Cc1ccc(C(C(=O)NC2CCCCC2)N2CCOCC2)cc1 (centres undefined)
-2,8,21,0,7,-1,13,-2,3,COc1ccc(C2C(C(N)=O)=C(C)Nc3nc(-c4ccccc4)nn32)cc1OC (centres undefined)
-15,-3,13,2,3,-2,-9,1,2,CCOC(=O)N1CCN(C(=O)C2CCCN(S(=O)(=O)c3cc(C)ccc3OC)C2)CC1 (centres undefined)
13,3,9,6,-2,4,-10,7,4,O=C(NCCN1CCOCC1)c1cccs1

Compound profiles, from the list above. Order of screens: CatL block	FXIa mix inh	AP ELISA ortho	CatB inh	CatG inh	CatB mixtures	C1s block	CatS inh	Ec RNAP inh
Cc1ccc(C(C(=O)NC2CCCCC2)N2CCOCC2)cc1 (centres undefined) in the list: 0	-2	-4	2	1	6	-2	4	4
Cn1c(SCc2cccc3ccccc23)nnc1-c1ccco1 in the list: 0	0	-4	1	-5	5	-8	2	3
CSc1oc(-c2ccccc2)nc1S(=O)(=O)c1ccc(F)cc1 in the list: 6	-5	3	1	7	4	-6	-41	9

Additional records:
CatL block,FXIa mix inh,AP ELISA ortho,CatB inh,CatG inh,CatB mixtures,C1s block,CatS inh,Ec RNAP inh,SMILES
0,-6,-7,2,-9,-6,-38,-8,1,CC(C)N(Cc1nc(-c2ccccc2)no1)S(=O)(=O)c1ccccc1
-5,7,16,0,-2,-2,-1,-7,-5,CCCN1Cc2cccc(C(N)=O)c2C1=O
2,11,13,1,5,-3,4,-4,x,CCOC(=O)C1CCN(CC(=O)Nc2c(C(=O)OC)[nH]c3cccc(C)c23)CC1
12,4,13,1,-1,4,2,0,6,CC1(c2ccc3noc(-c4ccc(Cl)cc4)c3c2)OCCO1
-3,-8,-4,-1,-5,-3,-41,7,6,COC(=O)CCC(=O)Nc1cccc2c(NC(=O)CCC(=O)OC)cccc12
